Cdc42 wt GTP = changes GTP binding to wildtype human Cdc42. P60953. GST-Cdc42 beads, Bodipy-GTP binding, flow cytometry; actives lie on both sides. percent activity (GTP binding), % at 10 µM. 190,000 compounds, 0.2% hits;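 active means percent activity GTP binding at least 20 points away from the 100% baseline, either down as inhibitor or up as activator; inconclusive means compound flagged as likely green fluorescent from well-wide comparison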;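 further: median bead fluorescence of bound Bodipy-FL-GTP at 100 nM; 0% = excess unlabeled GTP control and 100% = no compound control; below 100% means less GTP binding so inhibitor and above means activator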
Target sequence (P60953 whole entry, looked up): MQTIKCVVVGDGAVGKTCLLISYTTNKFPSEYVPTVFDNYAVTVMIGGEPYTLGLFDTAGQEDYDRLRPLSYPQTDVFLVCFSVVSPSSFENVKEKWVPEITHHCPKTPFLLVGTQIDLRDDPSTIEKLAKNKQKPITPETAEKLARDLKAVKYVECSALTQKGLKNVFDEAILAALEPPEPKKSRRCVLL
Mcl1 Noxa PPI = disrupts binding of human Mcl-1 to Noxa peptide; TR-FRET Mcl-1/Noxa peptide binding, 2 h; inhibition, % at 21.7 µM; 220,000 compounds, 1.5% hits; AID 1022;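 active means compounds that cut the protein-peptide binding signal by more than 50% relative to plate controls in a single-dose test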;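 further: His-tagged Mcl-1 with rhodamine Noxa BH3 peptide and terbium anti-His antibody; 0% = Mcl-1 plus Noxa peptide wells and 100% = peptide-only wells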
Target sequence (Q07820 whole entry, looked up): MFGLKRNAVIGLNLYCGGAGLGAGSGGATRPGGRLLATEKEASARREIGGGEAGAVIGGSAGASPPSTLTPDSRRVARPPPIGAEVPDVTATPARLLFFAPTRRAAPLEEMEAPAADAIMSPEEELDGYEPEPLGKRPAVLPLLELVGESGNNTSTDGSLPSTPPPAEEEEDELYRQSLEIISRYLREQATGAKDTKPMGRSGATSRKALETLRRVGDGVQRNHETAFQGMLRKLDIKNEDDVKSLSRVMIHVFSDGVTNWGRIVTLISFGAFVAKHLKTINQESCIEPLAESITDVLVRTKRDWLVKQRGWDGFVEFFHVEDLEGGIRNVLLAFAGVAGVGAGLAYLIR
Rab2 wt GTP = changes GTP binding to wildtype dog Rab2A, up or down | P61105 | GST-Rab2 wt beads, Bodipy-GTP binding, flow cytometry | GTP binding activity, % at 10 µM | 190,000 compounds, 0.19% hits | AID 760;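 active means GTP binding activity at least 20 points away from 100%, either lowered or raised; inconclusive means signal likely due to the compound's own green fluorescence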;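 further: 0% = beads with excess unlabeled GTP and 100% = no-compound control corrected for plate trend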
HRas wt GTP bind = changes GTP binding to wildtype human HRas | GST-Ras wt beads, Bodipy-FL-GTP binding, flow cytometry; actives lie on both sides | P01112 | GTP binding activity, % at 10 µM | 190,000 compounds, 0.14% hits;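 active means GTP binding activity at least 20% away from the 100% baseline, either lowered as inhibitor or raised as activator; inconclusive means flagged as likely green fluorescent, judged across all proteins in the well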;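 further: 0% = unlabeled GTP competition control and 100% = no-compound control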
Target sequence (P01112 whole entry, looked up): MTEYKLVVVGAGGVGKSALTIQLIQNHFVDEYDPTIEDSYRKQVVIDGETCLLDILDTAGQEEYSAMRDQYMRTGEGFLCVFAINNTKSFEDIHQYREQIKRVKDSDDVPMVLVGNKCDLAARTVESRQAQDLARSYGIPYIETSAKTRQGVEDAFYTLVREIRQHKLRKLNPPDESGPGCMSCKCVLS
Rac1 act GTP bind = human Rac1 activated mutant GTP binding change | P63000 | GST-Rac1 activated beads, fluorescent GTP binding, flow cytometry; actives lie on both sides; 100% means binding = to untreated wells | percent activity (GTP binding), % at 10 µM | 190,000 compounds, 0.11% hits;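 active means GTP binding at least 20 percentage points away from the 100% baseline, in either direction, so actives lie on both sides; inconclusive means Compound likely fluorescent itself, or too few beads counted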
Rab7 wt GTP bind = modulators of GTP binding to dog Rab7 wildtype GTPase. GST-Rab7 beads, fluorescent GTP binding, flow cytometry; actives lie on both sides; untreated = 100%, excess cold GTP = 0%. GTP binding activity (percent of control), % at 10 µM. 190,000 compounds, 0.055% hits;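 active means fluorescent GTP binding to Rab7 beads changed by at least 20 points from the 100% baseline, either direction, mostly lower; inconclusive means compound itself probably fluorescent, or too few beads counted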;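 further: median green fluorescence of bound Bodipy-FL-GTP per Rab7 bead population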
Rac1 wt modul = alters GTP binding to wildtype human Rac1. P63000. GST-Rac1 beads, fluorescent GTP binding, flow cytometry; actives lie on both sides; 0 = cold GTP competed, 100 = untreated. GTP binding activity (% of control), % at 10 µM. 190,000 compounds, 0.27% hits;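 active means GTP binding activity at least 20 points away from the 100% control level, either lower or higher; inconclusive means compound flagged as likely green fluorescent, judged across all proteins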
Mcl1 Bid PPI = Mcl-1/Bid interaction inhibition. TR-FRET Mcl-1/Bid-Dy647 peptide binding, 1536-well. inhibition, % at 21.7 µM. 220,000 compounds, 0.97% hits. AID 1021;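 active means compounds that cut the binding signal by more than half at the single screening dose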;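 further: His-tagged Mcl-1 with europium anti-His antibody binding Bid BH3 peptide; 0% = Mcl-1 plus peptide wells and 100% = peptide-only wells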
Avidin bead fluor = compound fluoresces at 488/530 nm on avidin beads; fluorescence (KMESF) at 10 µM; 220,000 compounds, 0.38% hits; compound fluorescence 488/530 nm, flow cytometry; active compounds read high; AID 1775; in the data active means fluorescence above about 47; further: inactives centre near 10
Pf gametocyte = kills late stage P. falciparum gametocytes; 150,000 compounds, 0.065% hits; inhibition, % at 10.9 µM; P. falciparum stage V gametocytes, ATP luminescence, 24 h;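 active means inhibition above the mean plus 3 SD of compounds within the control limits, set per campaign, cut at about 38% in these data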;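 further: 0% = DMSO wells and 100% = medium only without gametocytes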
GSH fluor = GSH bead compound fluorescence profile; fluorescence (KMESF) at 10 µM; 190,000 compounds, 0.25% hits; AID 1776; GSH beads flow cytometry, compound fluorescence 488/530 nm; active compounds read high; in the data active means fluorescence above about 89;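 further: glutathione beads carrying GST-tagged Bcl family fusion proteins plus one bare bead set; values are compound well signal with DMSO vehicle wells as background; inactives centre near 16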
* = called active by the depositor; u = inconclusive; x = not tested or not shown.

The line under a structure holds: Rac1 act GTP bind	Cdc42 wt GTP	Rac1 wt modul	HRas wt GTP bind	Rab7 wt GTP bind	Rab2 wt GTP	Mcl1 Bid PPI	Mcl1 Noxa PPI	GSH fluor	Avidin bead fluor	Pf gametocyte
> COc1ccc(NC(=O)CCCn2c(=O)[nH]c3ccccc3c2=O)cc1
    100	104	103	101	103	101	27	-6	14	36	x
> CCN(CC)CCNC(=O)CCCCCn1c(=O)[nH]c2cc(C(=O)OC)ccc2c1=O
    96	98	100	96	100	96	-9	-9	33	6	-22
> O=[N+]([O-])c1ccc(-c2cc(-c3ccc(Cl)cc3)n[nH]2)cc1
    99	99	104	99	98	99	44	81*	45	8	x
> O=C(CCNS(=O)(=O)c1ccc(Br)s1)N1CCN(c2ccccc2)CC1
    97	103	99	103	104	102	-29	-1	15	10	-6
> C=CCN1CC(c2nc3ccccc3n2Cc2cccc3ccccc23)CC1=O (stereo not given)
    100	98	100	100	103	101	7	-4	18	24	15
> CCOCCCNCc1ccc(OC)c(OC)c1
    101	100	101	97	98	100	-13	17	35	14	x
> CCCCN1C(=O)C2C(C(=O)Nc3cccc(OC)c3)C3C=CC2(O3)C1C(=O)NC1CCCCC1C (stereo not given)
    100	104	106	100	97	98	-24	11	18	33	x
> C=CCn1c(SCC(=O)Nc2c(C)n(C)n(-c3ccccc3)c2=O)nc2sc(C)c(C)c2c1=O
    96	101	98	97	93	96	2	6	5	10	-27
> CC1(c2ccccc2)NC(=O)N(CC(=O)Nc2ccc([N+](=O)[O-])cc2)C1=O (stereo not given)
    95	95	99	98	97	95	-26	11	18	9	-9
> CN(CC(=O)O)Cc1nc2ccccc2[nH]1
    96	96	100	97	98	97	-42	-39	25	35	x
> CCCCn1c(CCC(=O)O)ccc1-c1cccs1
    111	113	119	109	108	109	-36	27	21	8	x
> O=C(C1CC1)N1CCc2cc(Br)cc(S(=O)(=O)NC3CCCCC3)c21
    98	97	98	97	98	99	-15	18	23	12	x
> CN1CCC2(CC1)N=C(c1ccc(F)cc1)C(=S)N2C(=O)c1ccccc1
    99	104	100	101	96	102	-45	15	13	6	10
> Cc1cccc(-n2ccnc2SCC(=O)Nc2nnc(C)s2)c1
    99	101	102	97	98	99	-4	-3	15	22	x
> COC(=O)Nc1c(-c2ccccc2)nc2ccc(C)cn12
    100	106	107	103	104	102	-5	0	46	35	x
> O=C(C1CCN(c2nnc(-n3cccc3)s2)CC1)N1CCN(Cc2ccc3c(c2)OCO3)CC1
    101	102	109	103	102	103	-16	26	12	8	x
> O=S1(=O)CCN2C(c3ccco3)=CSC2=N1
    102	101	103	98	100	101	-5	21	30	9	x
> COc1ccc(CCNC(=O)CC2SC(=NCCc3ccccc3)NC2=O)cc1 (stereo not given)
    96	96	96	94	100	96	-33	22	13	3	6
> Cc1oc(-c2cccc(Cl)c2)nc1CN1CCCC(C(=O)NC(C)c2ccc3c(c2)OCCO3)C1 (stereo not given)
    96	97	100	97	100	98	1	3	15	27	x
> CCC1CCc2c(sc3nc(SCC(=O)NCc4ccco4)n(-c4ccccc4)c(=O)c23)C1 (stereo not given)
    99	102	109	100	99	98	-6	-9	15	5	x
> Cc1occc1C(=O)n1cnc2ccccc21
    97	99	103	98	98	96	1	2	45	10	x
> CCOc1cccc(/C=N/NS(=O)(=O)c2ccc(C)c([N+](=O)[O-])c2)c1O
    87	89	92	96	98	91	-13	13	14	11	5
> COc1ccc(C(=O)C2CCCN(Cc3cccn3-c3ccc(Cl)cn3)C2)c(OC)c1 (stereo not given)
    100	95	105	100	102	97	-23	19	13	12	-3
> CCOC(=O)c1cnc2c([N+](=O)[O-])cnn2c1C
    97	99	99	100	100	102	-35	-24	23	8	6
> CN1CCN(C(=S)NC(=O)/C=C/c2cccc3ccccc23)CC1
    100	99	102	100	101	100	-40	0	35	13	x
> C1CCN(c2nc3nonc3nc2N2CCCCC2)CC1
    99	100	99	98	98	97	-7	-3	28	11	x
> CCOC(=O)NC(=O)COC(=O)Cc1cc(OC)c(OC)c(OC)c1
    99	108	104	106	102	106	-11	37	17	10	26
> Cc1cc(N(CN2CCCC2=O)C(=O)c2ccc(F)cc2)no1
    104	109	115	106	105	105	-8	0	14	9	19
> CCOC(=O)C1CCN(C(c2cccnc2)c2c(NC(=O)c3ccco3)sc(C)c2C)CC1 (stereo not given)
    99	102	104	101	98	101	-79	-5	24	4	-1
> COc1cc(OC)cc(C(=O)N2CCN(C(=O)c3ccc(-c4ccccc4)cc3)CC2)c1
    95	96	98	98	97	98	-1	2	14	9	-8
> CCOC(=O)C1C(=O)OC(C)(C)C1C(C)C(=O)c1ccc(C)cc1C (stereo not given)
    u	u	u	u	u	u	0	-7	14	10	-25
> COc1ccc(S(=O)(=O)NCc2ccc3c(c2)OCO3)cc1C
    93	94	98	96	99	95	-11	4	25	9	17
> Cc1cc(C)cc(C(=O)N(NC(=O)Nc2ccc(Cl)cc2)C(C)(C)C)c1
    99	101	99	95	74*	97	-1	0	22	8	x
> O=C(O)c1ccc(NS(=O)(=O)c2ccc3c(c2)C(=O)c2ccccc2C3=O)cc1
    83	80	72*	83	88	81	-16	16	7	6	6
> CC(C)=CC(=O)Nc1nnc(C(C)C)s1
    99	101	99	101	100	101	1	37	12	39	x
> Nc1ccccc1S(=O)(=O)NC1=NCCCCC1
    102	103	108	103	102	100	-14	11	7	1	18
> CCN(CC#CCC(O)(c1ccccc1)c1ccccc1)C(C)C
    98	101	104	98	99	96	-18	-8	9	6	15
> Cc1c(-c2ccco2)[n+](=O)c2c(n1[O-])CCCCC2
    103	106	107	103	103	102	-38	-3	16	5	x
> CCC(=O)NC(Nc1nc(C)cs1)(C(=O)OC)C(F)(F)F (stereo not given)
    98	101	102	99	94	98	-12	-2	25	6	6
> O=C1NC(c2ccccc2)=NC1(Nc1ccccn1)C(F)(F)F (stereo not given)
    101	99	103	102	100	102	-5	8	13	9	13
> C=CCOC(=O)C1C(=O)CC(C)(O)C(C(=O)OCC=C)C1c1ccc(OC)cc1 (stereo not given)
    101	101	104	101	100	101	-39	5	11	9	-18
> Cc1cccc(C(=O)Nc2nnc(-c3ccc(C(C)(C)C)cc3)s2)c1
    98	103	107	102	102	102	-26	-2	9	26	x
> COc1ccc(N(CC(O)Cn2cnc3ccccc32)S(=O)(=O)c2ccc(C)cc2)cc1 (stereo not given)
    102	102	104	104	105	102	-43	7	18	5	13
> CCOC(=O)Cc1c(C)nc2cc(C)nn2c1C
    93	92	97	93	88	92	-1	-8	20	25	1
> COc1cccc(-c2ccc(C#N)c(SCC(=O)NCCc3cccc(Cl)c3)n2)c1
    95	93	93	97	102	95	1	-2	10	30	x
> Cc1cc(N2CCN(C(=O)c3ccco3)CC2)nc(-c2ccccc2)n1
    99	100	103	98	99	100	-2	-19	11	21	x
> Cc1cc(S(=O)(=O)NCc2cccnc2)ccc1-n1cnnn1
    101	105	101	102	99	101	-4	-6	15	33	21
> O=C1Nc2c(c(=O)[nH]c(=O)n2-c2ccccc2)C1(Nc1ncccn1)C(F)(F)F (stereo not given)
    98	99	99	101	97	99	-21	-15	7	6	30
> COc1ccccc1C1C(C(N)=O)=C(C)Nc2nc(-c3ccc(Cl)cc3)nn21 (stereo not given)
    100	98	103	98	97	97	-1	5	15	24	x
> COc1ccc(C(=O)NC(=S)N2CCCc3ccccc32)cc1OC
    93	96	98	97	94	96	-14	14	16	10	-21
> CCCCS(=O)(=O)Nc1ccc(C(=O)NCC2CCCO2)cc1 (stereo not given)
    99	98	102	99	99	101	6	4	60	6	x
> Cc1onc(-c2ccccc2Cl)c1C(=O)NCc1cccnc1
    104	104	108	103	99	100	-16	18	8	8	x
> Cc1c(C2=CCN(S(=O)(=O)c3ccc(Cl)cc3)CC2)c2ccccc2n1C
    101	99	102	100	99	102	-49	-15	6	13	7
> C[N+]1(CCOc2ccc([N+](=O)[O-])cc2)CCOCC1
    100	103	100	100	96	101	-28	32	16	17	x
> O=C(c1ccncc1)N1C2C=CC(C2)C1(C(F)(F)F)C(F)(F)F (stereo not given)
    94	95	95	96	96	96	-17	-10	13	20	x
> COc1ccc(C(c2nnnn2Cc2ccc(F)cc2)N2CCN(c3ccc(OC)cc3)CC2)cc1 (stereo not given)
    93	96	95	94	91	95	-36	20	24	17	16
> O=C(COC(=O)c1ccc(O)cc1)Nc1ccc(N2CCCCC2)cc1
    97	102	101	100	96	98	-57	13	4	8	x
> CCOc1ccc(N/C=C\C(=O)c2ccc3c(c2)OCO3)cc1
    97	101	103	102	100	100	-9	-7	18	4	-25
> COc1ccc(NC(=O)c2cccnc2Sc2ccccc2)c(OC)c1
    101	99	104	101	99	97	-27	0	5	4	5
> O=C(CSc1nnc(NCc2ccccc2)s1)N1CCOCC1
    97	100	104	99	101	98	-2	5	12	4	20

(further entries)
The line under a structure holds: Rac1 act GTP bind	Cdc42 wt GTP	Rac1 wt modul	HRas wt GTP bind	Rab7 wt GTP bind	Rab2 wt GTP	Mcl1 Bid PPI	Mcl1 Noxa PPI	GSH fluor	Avidin bead fluor	Pf gametocyte
> CCN(C(=O)COC(=O)c1cc(-c2ccccc2)nc2ccc(Br)cc12)C1CCS(=O)(=O)C1 (stereo not given)
    95	96	98	98	103	98	-9	-1	14	11	x
> COc1ccc(-c2cc(C(F)(F)F)nc(-n3ccnc3)n2)cc1
    96	91	94	95	97	94	-4	-5	26	9	-11
> CN1CCN(C(=O)CN(CCc2ccccc2)S(C)(=O)=O)CC1
    100	102	105	103	102	103	-14	-3	25	14	x
> O=C(Nc1ccc(Cl)c(Cl)c1)N(Cc1cccnc1)Cc1ccco1
    98	98	101	100	99	97	5	2	32	15	x
> CC(C)CN(C(=O)CSc1nnc2ccccn12)c1c(N)n(CC(C)C)c(=O)[nH]c1=O
    98	98	99	97	95	97	-15	-5	28	12	x
> COc1ccc(NC(=O)C2CCCN(S(=O)(=O)c3cccc4cccnc34)C2)c(OC)c1 (stereo not given)
    99	102	105	100	101	100	-13	30	25	5	x
> CC1CCCN(CCC(=O)c2ccc(Br)cc2)C1 (stereo not given)
    94	95	98	97	95	98	21	-32	46	7	21
> Cn1c(SCc2cccc(C(F)(F)F)c2)nnc1-c1ccco1
    99	102	104	101	99	99	-14	-5	37	11	x
> CCCn1c(SCC(=O)Nc2nc3ccccc3s2)nc2c1c(=O)n(C)c(=O)n2C
    97	96	99	98	97	96	0	16	39	10	x
> COc1ccc2cc(CCNC(=O)C3CC3)c(=O)[nH]c2c1
    u	u	u	u	u	u	20	1	12	33	x
> Cc1ccc(NC(=S)NCC2CCN(C(C)c3ccccc3)C2)cc1 (stereo not given)
    100	98	97	97	99	98	-66	13	18	6	11
> Cc1ccc(NC(=O)COC(=O)c2sccc2C)cc1S(=O)(=O)N1CCOCC1
    98	100	102	98	96	98	-29	10	15	23	-1

Source: PubChem BioAssay (several laboratories)
